PfHsp40 yeast: compounds rescuing yeast from Plasmodium falciparum HSP40 toxicity. S. cerevisiae expressing PfHsp40, growth rescue, ATP luminescence. growth rescue, % at 12.5 µM. actives 0.68% (n = 340,000); in the data active means growth rescue above about 28%, passing the limit was not always enough; inconclusive means no clear call, values can overlap the other calls;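 further: yeast W303a lacking pdr1 and pdr3 grown in galactose medium; growth measured after three days at 30 °C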
TcdB GH inh: inhibitors of Clostridioides difficile toxin B glycohydrolase. inhibition, % at 9.99 µM. actives 0.24% (n = 350,000). TcdB glycohydrolase enzymatic assay, plate reader; in the data active means inhibition above about 10%
MazF activator: activators of E. coli MazEF toxin-antitoxin RNase; FAM/BHQ RNA-DNA oligo cleavage fluorescence, 5 h; P0AE70; actives 0.32% (n = 350,000); activation, % at 20 µM; AID 504720; in the data active means activation above about 50%
Target sequence (P0AE70 whole entry, looked up): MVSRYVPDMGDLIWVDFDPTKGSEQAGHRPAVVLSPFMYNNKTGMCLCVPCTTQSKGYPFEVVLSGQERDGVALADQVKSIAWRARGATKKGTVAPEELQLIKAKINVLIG
Rv3671c inh: inhibitors of M. tuberculosis serine protease Rv3671c; AID 2606; P9WHR9; inhibition, % at 5.96 µM; actives 0.048% (n = 320,000); in the data active means inhibition above about 38%;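 further: extracellular domain of Rv3671c used as enzyme; 0% = enzyme with DMSO and 100% = no enzyme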
SSB-PriA inh: inhibitors of Klebsiella pneumoniae PriA binding to SSB C-terminal tail | AlphaScreen SSBct-PriA binding, biotinylated peptide | inhibition, % at 33 µM | actives 0.6% (n = 430,000) | AID 1272365; in the data active means inhibition mostly above about 37%, no sharp cut-off; inactive means mostly below about 20%;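 further: plate controls were negative control peptide for no effect and reference peptide for full effect; strong numbers were not always called active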
VHR inh abs: DUSP3 (human) phosphatase inhibition; P51452; recombinant VHR phosphatase, pNPP absorbance; inhibition, % at 13.3 µM; actives 0.52% (n = 290,000); in the data active means inhibition above about 50%; further: some compounds called inactive have numbers as strong as hits
3CLpro inhibitor: SARS-CoV 3CLpro protease inhibition; inhibition, % at 6 µM; recombinant SARS-CoV 3CLpro, quenched FRET peptide cleavage; actives 0.14% (n = 290,000); in the data active means inhibition above about 12%
BH1578 lux ind: quorum light induction in luxS cqsA deficient V. cholerae. V. cholerae BH1578 lux reporter, luminescence, 6 h. activation, % at 18.7 µM. actives 0.16% (n = 350,000). AID 588436; in the data active means activation mostly above about 9.7%, no sharp cut-off; inconclusive means no clear call, values can overlap the other calls; inactive means mostly below about 3.7%; further: not every result past the cut was called active; inactives centre near 0; reference of the scale not given here
Anthrax LF prot: inhibitors of Bacillus anthracis lethal factor protease; P15917; multiplex microsphere protease cleavage assay, LF; inhibition, % at 10 µM; actives 0.12% (n = 360,000); in the data active means inhibition above about 30%; inconclusive means no clear call, values can overlap the other calls; further: plate controls were buffer without enzyme for full effect and enzyme alone for no effect
Target sequence (P15917 whole entry, looked up): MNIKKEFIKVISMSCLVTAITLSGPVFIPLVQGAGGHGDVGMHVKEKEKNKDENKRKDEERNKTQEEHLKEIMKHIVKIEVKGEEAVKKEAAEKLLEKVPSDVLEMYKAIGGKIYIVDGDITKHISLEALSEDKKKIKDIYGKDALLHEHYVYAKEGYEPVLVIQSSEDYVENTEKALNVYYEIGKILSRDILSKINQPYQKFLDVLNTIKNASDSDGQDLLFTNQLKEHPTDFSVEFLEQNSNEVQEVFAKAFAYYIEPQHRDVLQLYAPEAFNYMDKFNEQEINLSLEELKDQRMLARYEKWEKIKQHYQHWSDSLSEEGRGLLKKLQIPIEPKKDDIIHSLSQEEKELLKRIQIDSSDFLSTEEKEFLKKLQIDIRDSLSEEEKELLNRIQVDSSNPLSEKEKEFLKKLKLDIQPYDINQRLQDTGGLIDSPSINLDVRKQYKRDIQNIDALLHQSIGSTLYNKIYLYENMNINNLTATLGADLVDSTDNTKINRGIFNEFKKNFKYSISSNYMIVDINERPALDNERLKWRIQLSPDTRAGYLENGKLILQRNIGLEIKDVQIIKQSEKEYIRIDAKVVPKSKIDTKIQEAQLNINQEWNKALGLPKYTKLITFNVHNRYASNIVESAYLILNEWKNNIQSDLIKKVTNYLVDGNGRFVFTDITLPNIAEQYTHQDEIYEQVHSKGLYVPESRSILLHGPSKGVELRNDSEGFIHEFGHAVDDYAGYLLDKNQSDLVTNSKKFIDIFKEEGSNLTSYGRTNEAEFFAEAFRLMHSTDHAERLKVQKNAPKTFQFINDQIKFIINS
Y pestis TopoI: Y. pestis Topo-I inhibition via cleavage products | actives 0.064% (n = 360,000) | Y. pestis Topo-I cleavage product accumulation, plate reader | activity, % at 10 µM; in the data active means activity above about 50%, passing the limit was not always enough; inconclusive means no clear call, values can overlap the other calls; further: inactives centre near 2
Active calls of the source: *; i = inactive; u = inconclusive; x = no result given; & = joins results of further samples. An excerpt. The share of hits here may be higher or lower than overall.

No.	mol	TcdB GH inh	Anthrax LF prot	BH1578 lux ind	3CLpro inhibitor	SSB-PriA inh	PfHsp40 yeast	MazF activator	Rv3671c inh	Y pestis TopoI	VHR inh abs
1	COc1cccc(CNC(=O)COc2ccc(C(=O)c3ccccc3)cc2)c1	0.9	12	-0.3	-8	-9	499*	3	-7	41	35
2	NC(=O)CC(NC(=O)c1ccc(Br)cc1)c1ccc(N2CCC(Cc3ccccc3)CC2)c([N+](=O)[O-])c1 (stereo unspecified)	-4.2	-11	-0.4	3	-11	-0.2	5	-6	-3	28
3	COc1ccc(CCC(C)NC(=O)Cc2ccc(OC)c(OC)c2)c(OC)c1 (stereo unspecified)	1.4	6	-0.8	2	-2	0.9	-4	-9	12	2
4	O=C(O)C1CCN(c2ccccc2[N+](=O)[O-])CC1	0.9	-2	i	-1	0	0.4	-24	10	-2	33
5	Cc1ccc2c(C)c(C(=O)Nc3c(C)n(C)n(-c4ccccc4)c3=O)oc2c1	x	-3	i	1	0	-0.5	1	-5	0	6
6	NN1C(=O)c2cccc3c(C(=O)O)ccc(c23)C1=O	x	-6	-1.4	-1	-10	-1.1	-5	-4	-5	1
7	CC(=O)N1CCc2cc(S(=O)(=O)NC(Cc3ccccc3)C(=O)Nc3cc(C)ccn3)ccc21 (stereo unspecified)	1.2	-1	-0.3	-1	-23	-0.8	3	1	1	20
8	CC(OC(=O)CCN=C1NS(=O)(=O)c2ccccc21)C(=O)Nc1ccc(S(N)(=O)=O)cc1 (stereo unspecified)	0.8	-5	1.5	x	2	-1.3	8	-5	1	x
9	CCn1cc(C(=O)O)c(=O)c2cc(F)c(N3CCN(C(=S)NC(=O)c4ccc(Br)cc4)CC3)cc21	2.0	-1	-0.5	-2	8	0.7	7	6	17	37
10	CCNC(=O)C(=O)Nc1ccc2c(c1)N(S(=O)(=O)c1cccs1)CCC2	1.2	-3	-0.8	x	-15	21	6	4	-5	x
11	CCCc1ccc2oc(C(=O)N3CCNC(=O)C3CC(=O)OC)c(C)c2c1 (stereo unspecified)	0.9	-1	-0.2	-2	-2	0.3	7	-6	20	10
12	CC(OC(=O)C1CCCO1)C(=O)NC1CCCC1 (stereo unspecified)	x	0	i	-8	-23	2.1	-6	-2	-1	15
13	C=CCSc1ccccc1C(=O)Nc1ncn[nH]1	1.6	x	-4.7	-1	-5	-0.4	-2	4	2	15
14	COc1ccc(Br)c(/C=N/NC(=O)COc2ccc(-c3ccccc3)cc2)c1	x	-3	i	2	x	-0.3	-11	-8	11	-14
15	O=C(CC1OC(=O)c2ccccc21)Nc1cc(Cl)ccc1N1CCCC1 (stereo unspecified)	1.5	u	-0.3	x	3	-1.5	3	9	-11	x
16	COc1cc2ccnc(C=NO)c2cc1OC	-18	2	0.3	x	x	x	-6	x	1	x

Along the list, from the results shown.
SSB-PriA inh, nos. 4 to 13: 0, 0, -10, -23, 2, 8, -15, -2, -23, -5
MazF activator, nos. 4 to 13: -24, 1, -5, 3, 8, 7, 6, 7, -6, -2
TcdB GH inh, nos. 4 to 13: 0.9, x, x, 1.2, 0.8, 2.0, 1.2, 0.9, x, 1.6

More records.
No.	mol	TcdB GH inh	Anthrax LF prot	BH1578 lux ind	3CLpro inhibitor	SSB-PriA inh	PfHsp40 yeast	MazF activator	Rv3671c inh	Y pestis TopoI	VHR inh abs
17	CCCCc1ccc(N=N/C(C(=O)Nc2ccccc2OC)=C(/C)O)cc1	-5.0	0	-0.9	4	x	0.7	-1	-9	-10	1
18	COc1ccc(-c2ccc(CN3C(C)C(=O)N(Cc4cn(CC5CCCCC5)nn4)CCS3(=O)=O)cc2)cc1 (stereo unspecified)	0.3	-4	-0.4	x	x	x	2	x	29	x
19	COCCn1c(N)c(NCc2ccccc2)c(=O)[nH]c1=O	-0.9	-3	-0.7	-5	-6	-0.3	-28	-10	2	18
20	O=C(NC1CCCc2ccccc21)C1CCN(S(=O)(=O)c2ccccc2F)CC1 (stereo unspecified)	0.5	0	i	-9	-4	0.6	-7	-8	1	12
21	FC(c1nc2ccccc2[nH]1)C(F)(F)F (stereo unspecified)	0.4	-4	-1.4	1	18	-0.4	7	2	7	4
22	CN(C)c1ccc(C2N(C(=O)N3CCOCC3)CCN2S(=O)(=O)c2ccccc2)cc1 (stereo unspecified)	x	-2	-0.3	-1	-4	0.9	-3	8	-2	22
23	CNCCCC12CCC(c3ccccc31)c1ccccc12	4.2&0.6&1.6	-2&-4&2	6.2&6.0	-1&5&-2&-1	5	0.5&0.2&0.3	20&11&10	-5&7&-4	-11&-14&-6	-3&-3&21&11
24	O=C(O)c1ccccc1Sc1c([N+](=O)[O-])cc(C(F)(F)F)cc1[N+](=O)[O-]	-1.9	1	-0.6	4	-13	-0.5	13	-13	9	16
25	COc1cc(CC(=O)Nc2sc3c(c2C(N)=O)CCCC3)cc(OC)c1OC	1.6	-18	0.6	5	8	0.2	7	0	5	16
26	COc1ccc(CC(=O)O/N=C(\N)c2ccc(OC)cc2)cc1	0.7	-14	-0.7	7	i	-1.0	-12	4	9	2
27	Cc1ccc(NC(=O)Cn2c(=O)cnc3ccccc32)cc1S(=O)(=O)N1CCOCC1	0.0	2	2.1	x	-13	0.1	-6	4	-9	x
28	C=CCn1c(SCC(=O)NC(=O)c2cccc([N+](=O)[O-])c2)nnc1-c1ccccc1F	x	1	-0.2	2	-8	-0.4	2	-2	8	10
29	CN(Cc1cccs1)CC(O)COCc1ccco1 (stereo unspecified)	x	8	-0.3	-1	-10	-0.8	6	-3	4	-9
30	CC(C)(CO)NS(=O)(=O)c1ccc2c(c1)C(=O)c1cc(S(=O)(=O)NC(C)(C)CO)ccc1-2	1.3	2	-0.4	0	-5&-1&-6	-0.5	8	1	-7	15
31	CCOC(=O)C(=O)N(C)c1c(CC)nc2c(OCc3cc(Cl)cc(Cl)c3)cccn12	0.7	-5	-0.7	x	x	x	x	x	1	x
32	O=C(CCN1CCCCCC1)Nc1ccc2c(c1)OCCO2	-1.0	-1	-0.9	-2	-9	0.1	10	9	0	-33
33	C=COC(=O)CSc1nc(-c2cccs2)ccc1C#N	2.0	8	i	3	-4	-0.4	13	-7	-4	6
34	CCOC(=O)N1CCN(C(=O)c2ccc(N(C)S(C)(=O)=O)cc2)CC1	x	-2	-10	0	-1	-0.3	-5	-4	-1	3
35	c1ccc2sc(Cc3nnc4n3CCCCC4)nc2c1	x	1	-1.8	-1	1	-0.5	0	-16	6	15
36	COc1ccccc1NC(=O)C1C2C=CC(C2)C1C(=O)NCc1cccnc1 (stereo unspecified)	-1.2	2	-2.0	-4	-1	-0.2	6	4	-5	-4
37	Cc1cnc(NC(=O)C2CCC(C(C)(C)C)CC2)s1 (stereo unspecified)	-0.5	-2	-0.2	2	-1	-0.4	-3	-14	-6	2
38	C[C@]12CCC3C(CC[C@H]4C[C@@H](O)CC[C@]34C)C1C[C@@H](O)C2=O (stereo partly specified)	0.2	5	i	x	-5	x	-29	-1	3	x
39	COC(=O)c1cc(NC(=S)Nc2cc(Cl)cc(Cl)c2)cc(C(=O)OC)c1	-4.2	-2	-0.3	-6	-20	0.2	4	-22	-23	6
40	CCOC(=O)c1ccc(N2C=C(C(=O)OC)C(c3ccc(OC)c(O)c3)C(C(=O)OC)=C2)cc1	0.2	-1	i	7	-6	2.1	-1	-9	24	30
41	CCc1nnc2n1N=C(c1ccc(-c3cc(Cl)ccc3Cl)o1)CS2	x	0	i	-1	-1	0.4	-11	-4	8	36
42	Cc1[nH]c(-c2ccc(F)cc2)cc1C(=O)N1CCN(c2ccccc2F)CC1	2.3	2	-0.5	3	-4	1.2	-1	x	25	-12
43	O=C(O)Cc1sc(NCCc2ccccc2)nc1-c1ccc(F)cc1	-0.8	0	-0.2	1	-8	0.3	11	-1	4	4
44	Nc1nc(NCCO)nc(NC2CCCCC2)c1[N+](=O)[O-]	0.1	0	i	2	-7	1.6	10	-9	1	30
45	CCC(=O)N1c2ccccc2-c2nnc(SC)nc2OC1c1ccc(OC)c(OC)c1 (stereo unspecified)	1.4	0	-0.2	-2	-7	-0.1	-6	2	1	21
46	Oc1ccc(N=Nc2n[nH]c(-c3ccc(Cl)cc3)n2)cc1	1.9	-1	i	3	-11	2.7	5	3	-11	15
47	O=S(=O)(NCC(c1ccco1)N1CCCCC1)c1ccccc1C(F)(F)F (stereo unspecified)	0.5	2	i	x	-12	-0.9	-10	-15	5	x
48	CCOC(=O)c1cn2nc(Oc3ccc(C)cc3)ccc2n1	-0.1	x	-0.7	4	-8	-0.7	7	-11	-2	-20
49	Cc1ccc(-n2nc3ccc(NC(=O)C(C)C)cc3n2)cc1	0.4	-1	i	-4	-19	-0.4	1	1	-2	18
50	O=C(Cn1cc(C(F)(F)F)cc(Cl)c1=O)NCC1COc2ccccc2O1 (stereo unspecified)	-1.9	-4	i	x	-11	-0.3	2	1	-2	x
51	O=C(O)c1ccc(/C=N/Nc2nnnn2-c2ccccc2)cc1	x	-3	i	-1	x	-0.2	2	2	-6	-1
52	O=C(Nc1ccc(S(=O)(=O)N2CCCCC2)cc1)C1CCCN(C(=O)c2ccc(Cl)cc2)C1 (stereo unspecified)	x	2	-0.2	-7	0	0.3	5	-13	0	4
53	CCc1ccc(NC(=O)CN(C)S(=O)(=O)c2ccc3[nH]c(=O)oc3c2)cc1	x	-1	0.5	-3	-12	0.7	-7	-4	-6	-3
54	O=C(CN1CCCCCCC1)N/N=C/c1ccc(F)cc1F	x	-2	-0.3	-1	x	-0.4	2	-8	3	-8
55	Cn1c(CN2CCCC2)nc2cc(NC(=O)C3CCCCC3)ccc21	x	1	-0.5	0	-8	-0.2	2	1	4	44
56	C=CCn1c(C)cc(C(=O)Cn2c(C(C)O)nc3ccccc32)c1C (stereo unspecified)	1.2	-5	-0.4	4	10	0.1	6	9	12	9
57	CCN(C(=O)CCS(=O)(=O)c1cccc2nsnc12)c1cccc(C)c1	1.4	0	-0.5	1	-4	-0.8	4	2	13	26
58	NC(N)=N/N=C/c1ccc2cccc(OCc3ccccc3)c2n1	2.3	3	-0.3	-3	x	-0.3	15	-11	-7	41
59	c1ccc(-n2c3ccccc3c3ccccc32)cc1	0.5	-6	i	2	-33	x	-3	5	-7	-5
60	CCCCNc1nc2ccccc2[nH]1	x	1	0.6	-2	-21	-1.6	5	0	2	-21
61	CCC(C)(C(=O)Nc1c(C)cccc1C)N(C)C(=O)c1ccc2ccccc2n1 (stereo unspecified)	2.9	-2	i	-1	-6	1.6	-14	-5	12	21
62	CN(CC(=O)Nc1ccccc1C(=O)NC1CC1)Cc1cccs1	1.1	1	-0.2	x	-7	-2.1	7	-3	-7	x
63	CCc1nn2cc(C(=O)c3cc(Cl)ccc3O)cnc2c1-c1ccc(F)cc1	-1.2	-2	-0.2	-3	20	-0.2	-2	-19	-5	4
64	CN(C)CCCNC(=O)c1ccc(Cl)c(S(=O)(=O)N(C)c2ccccc2)c1	x	1	x	8	-9	1.7	8	14	-4	-24
65	O=C(COc1ccc(F)cc1)Nc1cc(S(=O)(=O)N2CCCCC2)ccc1N1CCCCC1	0.5	0	-0.2	x	-4	-1.1	-20	-7	4	x
66	Cc1cccc(NC(=O)C2CC(=O)n3ncnc3N2)c1 (stereo unspecified)	2.3	-19	0.4	-1	-8	-1.1	10	0	2	25
67	COc1ccccc1N(CC(=O)N/N=C/c1c(O)ccc2ccccc12)S(C)(=O)=O	x	0	1.0	1	x	12	-1	19	18	1
68	O=C(NCCCN1CCCC1=O)C(=O)Nc1cccc(F)c1	0.0	-5	i	x	-16&-6	0.1	5	4	0	x
69	COc1ccc(C(=O)N/C(=C\c2ccco2)C(=O)NCc2ccco2)cc1	0.1	-3	-0.3	0	-7	1.8	3	8	4	6
70	CCCNS(=O)(=O)c1ccc(OCC(=O)NCc2ccc3c(c2)OCO3)cc1	x	-7	-0.2	0	-9	-0.6	3	0	8	-15
